High-throughput results (PubChem BioAssay)
PTAP TSG101 blk = blocks PTAP/TSG101 interaction to inhibit HIV-1 budding; Fluorescence polarization, FITC-PTAP peptide / Tsg101 binding; 340,000 tested, under 10 active; Potency, µM (series often up to 115 µM), for inactives: top-dose activity change, negative = inhibition, hits mostly inhibitors; active means well fitted inhibition curve with a large enough effect in the main read-out, with a control signal flat, not every such curve was filed as active; inconclusive means small, poorly fitted or top-dose-only effect, or effect the other way, or a change in a side signal; inactive means no such curve, though single readings can be large or run the other way; further: potency means the concentration at half of the fitted maximal effect; % of control where 0% means no effect
Target sequence (Q99816 whole entry, looked up): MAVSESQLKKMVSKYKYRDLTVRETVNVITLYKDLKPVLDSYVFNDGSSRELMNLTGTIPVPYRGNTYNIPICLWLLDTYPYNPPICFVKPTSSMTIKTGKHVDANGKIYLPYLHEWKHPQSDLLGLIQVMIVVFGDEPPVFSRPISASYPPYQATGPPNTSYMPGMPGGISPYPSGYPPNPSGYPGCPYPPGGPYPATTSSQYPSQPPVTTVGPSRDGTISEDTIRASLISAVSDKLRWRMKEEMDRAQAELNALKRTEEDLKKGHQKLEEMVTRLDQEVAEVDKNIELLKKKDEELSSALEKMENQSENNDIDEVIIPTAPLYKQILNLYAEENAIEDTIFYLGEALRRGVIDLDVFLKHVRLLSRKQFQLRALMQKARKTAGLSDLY
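Fluorescence polarization binding of Tsg101 binding domain (10 uM final) to FITC-labeled PTAP peptide (50 nM final) in HEPES pH 7.5 buffer with NaCl, Tween 20, EDTA, TCEP. Compounds added before peptide; binding 20 min at RT.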
MLL CXXC-DNA inh = inhibitors of human MLL CXXC domain-DNA interaction | Q03164 | MLL-CXXC / FITC-HOXA9 DNA fluorescence polarization | Potency, µM (titrated, usually from 115 µM), without a hit: at the top dose activity change, negative = inhibition, most hits filed as inhibitors | 290,000 compounds, 0.037% hits | AID 2662; active means well fitted inhibition curve with a large enough effect in the polarisation, with a control signal flat, not every such curve was filed as active; inconclusive means small, poorly fitted or top-dose-only effect, or effect the other way, or a change in a side signal; inactive means no such curve, though single readings can be large or run the other way; the % refers to the polarisation; further: potency means the concentration at half of the fitted maximal effect
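Purified MLL-CXXC (added from a 7 uM solution) was preincubated 5 min at ambient with pinned compounds in 50 mM Tris-HCl pH 7.5, 50 mM NaCl, 1 mM DTT, 0.05% BSA. Fluorescein-labeled HOX-A9 DNA (50 nM solution) followed, 30 min, then polarization read.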
AT treatment = potential ataxia-telangiectasia treatments restoring KAP-1 phosphorylation. 320,000 compounds, 0.19% hits. […] A-T fibroblasts, KAP-1 phosphorylation AlphaLISA; neocarzinostatin DNA damage 30 min before lysis. Potency, µM (top dose mostly 57.5 µM), without a hit: at the top dose activation, usual class: activators. AID 485349; further: potency means the concentration at half of the fitted maximal effect; % of control where 0% means no effect; nearly all actives have a fitted effect of over 45% in size
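hTERT-immortalized A-T patient fibroblasts ([…]), 500 cells/well in OPTI-MEM, 1% FBS, got compounds for 60 min, then NCS for 30 min at 37C. Lysates were then assayed for phospho-KAP-1 by AlphaLISA (anti-pKAP1 donor, anti-KAP1 acceptor beads), 6 hr at 25C.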
p53 reactivation = restores transcriptional activity of mutant p53 | H1299 p53-A138V BP100-luciferase reporter, luminescence, 24 h | Potency, µM (doses to about 92.2 µM), inactives show top-dose activity change, positive = activation, hits mostly activators | 320,000 compounds, 0.063% hits | AID 504706; further: potency means the concentration at half of the fitted maximal effect; % of control where 0% means no effect; nearly all actives have a fitted effect of over 45% in size
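p53-null H1299 cells stably carrying temperature-sensitive p53-A138V and a BP100-luciferase reporter were pinned with compounds (4-point, 1:5 series) and held 24 hrs at 37 deg C. Luminescence was read 10 min after detection reagent.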
B2AR arrestin = beta2AR (human) beta-arrestin recruitment activity; P07550; beta-arrestin recruitment to beta2AR, cell-based reporter; Potency, µM (series often up to 46.1 µM), for inactives: top-dose activation, most hits filed as activators; 330,000 compounds, 0.02% hits; AID 492947;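 further: potency means the concentration at half of the fitted maximal effect; 0% = DMSO controls and full agonism = EC100 isoproterenol or metaproterenol; nearly all actives have a fitted effect of over 65% in size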
Target sequence (P07550 whole entry, looked up): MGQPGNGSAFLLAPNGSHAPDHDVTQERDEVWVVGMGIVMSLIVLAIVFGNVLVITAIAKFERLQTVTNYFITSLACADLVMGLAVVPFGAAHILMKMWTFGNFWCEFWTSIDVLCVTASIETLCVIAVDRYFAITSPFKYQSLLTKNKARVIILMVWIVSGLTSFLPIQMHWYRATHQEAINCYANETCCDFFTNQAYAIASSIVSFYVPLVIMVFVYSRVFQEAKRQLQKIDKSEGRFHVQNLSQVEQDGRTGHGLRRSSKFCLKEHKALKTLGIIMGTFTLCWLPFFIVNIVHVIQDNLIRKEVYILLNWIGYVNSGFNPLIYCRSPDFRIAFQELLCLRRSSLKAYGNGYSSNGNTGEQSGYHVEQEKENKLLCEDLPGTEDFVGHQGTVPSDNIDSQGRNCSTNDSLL
TCR act = activates T cell receptor signaling; primary human leukocytes, anti-CD3, IL-2 HTRF, 48 h; Potency, µM (series often up to 9.22 µM), for inactives: top-dose activation of IL-2 secretion, most hits filed as activators; 330,000 tested, under 10 active; further: % of control where 0% means no effect
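48 hr co-incubation of compounds, a-CD3 beads and primary human leukocytes; IL-2 quantified homogeneously by HTRF with anti-IL-2 K and d2 conjugates.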
TRPV1 agonist = agonists of human vanilloid receptor 1 (TRPV1); activation, % at 8.33 µM; TRPV1-expressing cells, Fluo-8 calcium influx, agonist mode; 320,000 compounds, 0.19% hits; in the data active means activation above about 80%; inconclusive means between about 30% and that limit; further: 0% is about no effect
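Cells expressing TRPV1 were dye-loaded with Fluo-8 and read kinetically: 10 s baseline, 3 min after compound (agonist portion), then 2 min after EC20 capsaicin (allosteric enhancer portion). Calcium-bound dye fluorescence at 480/520 nm.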
ELG1 DNA repair = ELG1-dependent DNA repair inhibition | HEK293T ELG1-luciferase reporter, luminescence, 16 h; DNA damage induced by 5-fluorouridine | Potency, µM (highest dose often 46.1 µM), for the others: at the highest dose activity change, negative = inhibition, hits mostly inhibitors | 330,000 compounds, 2.3% hits; further: potency means the concentration at half of the fitted maximal effect; on the % scale 0 is the no-effect control and ±100 the full control effect; nearly all actives have a fitted effect of over 55% in size
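In this reporter screen, reduction of luminescence relative to DMSO vehicle indicated activity. Compounds and 5-fluorouridine were added together to 2,000 cells per well, incubated for 16 hr at 37 °C, then developed with ONE-Glo.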
a7 integrin act = activates integrin-mediated alleviation for muscular dystrophy | Potency, µM (doses to about 38.3 µM), without a hit: at the top dose activation, usual class: activators | alpha7betagal myoblasts, beta-gal FDG fluorescence, 48 h | 350,000 compounds, 0.064% hits;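 further: potency means the concentration at half of the fitted maximal effect; 100% = response of the positive control SU9516; nearly all actives have a fitted effect of over 60% in size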
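Alpha7betagal+/- myoblasts (passage 13) were plated 16-24 hr, then exposed to compounds (1:260 dilution of DMSO stock) for 48 hours at 37C. After MPER lysis, β-galactosidase reporter activity was read as FDG fluorescence (ex 480/em 540) after 30 minutes.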
BRCA1 expr act = activators of BRCA1 expression; MCF7-BRCA1-FFLuc reporter, luminescence, 48 h; response scale: scaled: vehicle 0%, 10 µM genistein 100%; Potency, µM (series often up to 46.1 µM), without a hit: top-dose activation, hits mostly activators; 380,000 compounds, 1.1% hits; AID 624202; further: potency means the concentration at half of the fitted maximal effect; nearly all actives have a fitted effect of over 80% in size; some results filed as inactive show a strong effect at the top dose
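48 h compound treatment of MCF7-BRCA1-FFLuc cells (phenol-red free MEM, 37 °C), then 15 min with luciferase substrate and luminescence imaging.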
* hit, by the source's call; ? = inconclusive; / = not tested or not shown; [ ] = another dose, or the depositor's remark. Unless noted, the call rests on the fitted dose curve; in most records, active means well fitted curve in the direction sought with a large enough effect; inconclusive means small, poorly fitted or top-dose-only effect, or another doubt; inactive means no such curve, though single readings can be large; an effect the other way counts as inactive or inconclusive.

SMILES | PTAP TSG101 blk | MLL CXXC-DNA inh | AT treatment | p53 reactivation | B2AR arrestin | TCR act | TRPV1 agonist | ELG1 DNA repair | a7 integrin act | BRCA1 expr act
Fc1cccc(F)c1-n1c(CN2CCCCC2)csc1=S | -2% | 11% | 4% | 6% | -0.3% | -2% | 0 | ? | -33% | -41%
Cc1cccc(C(=O)N=c2sccn2C)c1[N+](=O)[O-] | -1% | -2% | 1% | 13% | 0.1% | 3% | -1 | ? | 14% | 5µM*
COc1ccc(CN2C(=O)c3ccccc3C2C(=O)NCC2CCCO2)c(OC)c1 (centres undefined) | -7% | 4% | 6% | -7% | -0.8% | -1% | 1 | -7% | 9% | 5%
COc1ccccc1CN(C)C(=O)COC(=O)c1ccc(Cl)nc1 | -2% | / | 24% | -2% | -0.5% | -8% | / | 3% | 5% | -23%
CC1(C)CC(=O)C2=C(C1)N(c1ccc(F)cc1)C(=O)C2(NC(=O)c1ccccc1F)C(F)(F)F (centres undefined) | 0% | -2% | 19% | -2% | -1.1% | -7%[46.1 µM] | 25 | 0% | 10% | -1%
CCOC(=O)/C(=C/C=C1\Sc2cc(C)c(C)cc2N1CC)C(C)=O | ? | ? | -5% | 0% | -0.5% | 0% | 106* | ? | -93%[inhibitor] | -15%
COCCNC(=O)C(c1cccnc1)N(Cc1ccc(C)cc1)C(=O)Cn1nnc2ccccc21 (centres undefined) | -4% | 9% | -1% | -2% | 0.1% | -2% | 3 | 9% | 24% | -6%
CN(CC(=O)Nc1c(Cl)cccc1Cl)CC(=O)N(C)C1(C#N)CCCCC1 | -6% | / | -12% | -19% | 0.0% | -1%[46.1 µM] | / | 2% | -17% | -35%
Nc1ccnc(C(F)(F)F)c1C(=O)c1ccccc1 | -4% | -8% | -1% | -15% | -0.5% | -22% | -1 | ? | 8% | -9%
COc1ccc(C(=O)Nc2ccc3[nH]ccc3c2)cc1OC | -4% | / | / | / | / | -1% | / | / | 0% | 0%
COC(=O)C1=C(Nc2ccc(C)cc2)C=C(C)C(C(=O)OC)C1c1cccc(OC)c1 (centres undefined) | -2% | 2% | / | -3% | -0.4% | -1%[46.1 µM] | 27 | ? | -7% | -71%
CN(C(=O)c1cccc(NC(=O)Cc2ccc(NC(=O)C3CCCN(S(=O)(=O)c4cccc([N+](=O)[O-])c4)C3)cc2)c1)C1CCCCC1 (centres undefined) | 6% | / | / | / | / | 1% | / | / | -2% | -1%
COc1ccc(CCNC(=O)C(=O)NCC2OCCN2S(=O)(=O)c2ccc(OC)c(OC)c2)cc1OC (centres undefined) | -8% | / | 4% | / | -0.9% | -3% | 0 | -16% | 2% | -30%
COc1ccccc1NC(=O)c1ccc2nc(C)sc2c1 | 2% | 10% | -11% | -3% | -0.7% | 7% | 9 | ? | -7% | 20%
O=C(O)c1ccc(Cl)c(N2C(=O)Nc3ccccc3N2O)c1 | 9% | 7% | -1% | 8% | -0.9% | -1% | -2 | ? | -2% | -10%
CC1(OC(=O)c2ccc(Cl)nc2)C(=O)C=C2C=C3CCCN3C=C2C1=O (centres undefined) | -5% | -13% | 6% | -3% | -0.4% | -13% | -2 | 5% | -14% | 10%
CCCNS(=O)(=O)c1ccc(CCC(=O)N2CCCCC2)cc1 | -4% | 7% | 11% | -12% | -0.7% | / | 3 | 8% | 11% | -1%
CCOc1cc(N2CCOCC2)c(OCC)cc1NC(=O)c1cc(S(=O)(=O)N2CCOCC2)ccc1F | 0% | / | -6% | -1% | 0.1% | 1% | / | ? | 0% | -64%
O=C(COC(=O)c1ccc(F)cc1Cl)Nc1cccc(S(=O)(=O)N2CCOCC2)c1 | -7% | / | -7% | -10% | -0.8% | -3% | 13 | ? | 27% | 10%
CCN1C(=O)C2(C(C(=O)c3ccc(C)o3)=C(O)C(=O)N2CCCN2CCOCC2)c2ccccc21 (centres undefined) | -3% | -8% | 2% | -6% | -0.3% | -1% | 2 | 7% | -16% | 13%
CNC(=S)Nc1ccc2nc(C)c(C)nc2c1 | -2% | 0% | -11% | 3% | -0.8% | 1% | 2 | 17% | 1% | 19%
N#Cc1ccc(NC(=O)c2sc3cc(C(F)(F)F)cnc3c2-c2cccs2)cc1 | 4% | -3% | / | -5% | -2.8% | 6% | 3 | -17% | -1% | -13%
O=C(OCc1ccccc1F)c1ccc2c(c1)-c1ccccc1C2=O | -3% | 10% | 4% | ? | 0.2% | -1% | 9 | ? | -16% | 7.1µM*
CC(Oc1ccccc1)C(=O)NNC(=O)c1cccs1 (centres undefined) | -1% | -19% | 2% | -10% | 0.2% | 7% | -2 | -2% | -13% | -1%
COc1cc(C(=O)NCC(=O)NCC(c2ccco2)N2CCCCC2)cc(OC)c1OC (centres undefined) | -1% | / | -12% | -3% | 0.0% | 0% | 2 | 6% | 25% | -3%
COCCCNC(=S)NNC(=O)c1ccccc1Br | 4% | -10% | 1% | -4% | -0.2% | -1% | -3 | 5% | ? | -22%
CCOC(=O)C1NN=C(C(=O)c2ccccc2)C1c1ccc(OC)cc1 (centres undefined) | -1% | 4% | 2% | 4% | -0.4% | -2% | 12 | -13% | -16% | 8%
Cc1ccc(S(=O)(=O)n2nc(-c3cccnc3)nc2N)cc1 | -4% | -14% | 2% | 2% | 0.3% | -4% | 3 | ? | -2%[7.66 µM] | 1%
CCO[C@H]1OC(C(=O)N2CCOCC2)=C[C@@H](c2ccccc2)[C@@H]1CCCO | -1% | 4% | -8% | -2% | -0.6% | -1% | 4 | ? | -5% | -8%
COc1cc(NC(=O)CCCOc2ccc(Cl)cc2Cl)c(C(=O)O)cc1OC | -4% | -12% | -9% | -4% | -0.3% | 1% | 1 | 4% | 5% | 34%

Single records, as listed above. Values in the order: PTAP TSG101 blk, MLL CXXC-DNA inh, AT treatment, p53 reactivation, B2AR arrestin, TCR act, TRPV1 agonist, ELG1 DNA repair, a7 integrin act, BRCA1 expr act
`O=C(COC(=O)c1ccc(F)cc1Cl)Nc1cccc(S(=O)(=O)N2CCOCC2)c1` reads -7%, /, -7%, -10%, -0.8%, -3%, 13, ?, 27%, 10%
`CCCNS(=O)(=O)c1ccc(CCC(=O)N2CCCCC2)cc1` reads -4%, 7%, 11%, -12%, -0.7%, /, 3, 8%, 11%, -1%

Additional entries
SMILES | PTAP TSG101 blk | MLL CXXC-DNA inh | AT treatment | p53 reactivation | B2AR arrestin | TCR act | TRPV1 agonist | ELG1 DNA repair | a7 integrin act | BRCA1 expr act
COc1ccc(/C=N/NC(=O)CSc2n[nH]c(=O)[nH]c2=O)cc1 | -4% | 0% | -8% | -3% | -1.2% | -2%[46.1 µM] | 9 | ? | 26% | -7%
CC(=O)/C=C/c1ccccc1O | -10% | -4% | 8% | 7% | 0.3% | -3% | 3 | 6% | 7% | -7%
CCCCOCCCNC1=NCCCCC1 | 0% | -3% | 5% | 3% | -1.1% | -4% | -4 | 2% | 11% | 4%
O=C(CN1CCC(n2nnc3cc(F)ccc32)CC1)Nc1ccccc1N1CCOCC1 | -3% | -7% | 1% | -5% | 0.2% | 2% | 0 | ? | -26% | -1%
COC(=O)C1CCN(C(c2cccs2)c2sc3nc(C)nn3c2O)CC1 (centres undefined) | -4% | 3% | -1% | -2% | 0.0% | -1% | 1 | 18% | 14% | 15%
Cc1nn(C(C)C(=O)NC2CC2)c(=O)c2nn(-c3ccccc3)c(C)c12 (centres undefined) | -4% | 16% | 4% | 1% | 0.4% | 4% | -3 | 12% | 2% | 54%
COc1ccc(-c2nc3n(c(=O)c2C#N)CCS3)cc1 | 0% | -8% | 1% | 5% | -1.1% | 3% | -1 | 5% | 2% | -10%
C=CCc1c(OC)ccc2ccc(=O)oc12 | -2% | 10% | -2% | 1% | 0.2% | -3% | -1 | 12% | -17% | -9%
CCCOC(=O)C1C2C=CC3(CN(c4ccc(Cl)c(F)c4)C(=O)C13)O2 (centres undefined) | -4% | 9% | -6% | -1% | -0.3% | 11% | 18 | 24% | -2% | -9%
CN(C)S(=O)(=O)c1cccc(NC(=O)COC(=O)c2cc3ccccc3oc2=O)c1 | 0% | -1% | 20% | 20% | -0.6% | 4% | 0 | ? | 4% | 10µM*
COc1ccc(NC(=O)CSc2nc(N)cc(=O)[nH]2)cc1S(=O)(=O)N1CCCCC1 | -1% | / | -4% | 1% | 0.1% | / | 9 | 6% | 24% | 12%
CN(C)CCCn1c(SCc2c(Cl)cccc2Cl)nnc1-c1ccncc1 | -1% | -4% | 9% | / | 0.5% | 7% | 2 | 4% | 11% | -16%
Cc1nc2ccccc2c2oc(C(=O)N3CCC(C)CC3)cc12 | -2% | -3% | 3% | 7% | 0.2% | 3% | 21 | ? | 0% | -2%
Cc1ccccc1N1C(=O)C2ON(c3ccccc3)C(c3ccco3)C2C1=O (centres undefined) | -3% | -3% | 1% | 14% | -0.3% | -1% | 0 | 2% | -7% | -2%

Compounds were not picked by outcome. About 3.8% of those tested had a hit in this group.
